Bioassay records from PubChem BioAssay.
MCF10A rereplic: A quantitative high throughput screen for small molecules that induce DNA re-replication in MCF 10a normal breast cells; MCF 10A DNA re-replication, Hoechst nuclear intensity, 48 h; Potency, µM (doses to about 46.1 µM), for the others: at the top dose activity, positive = re-replication, hits mostly activators; 350,000 compounds, 2.9% hits; AID 624296, 2012; further: potency means the concentration at half of the fitted maximal effect; % of control where 0% means no effect; nearly all actives have a fitted effect of over 50% in size
HT1080 IDH1KD tx: qHTS for induction of synthetic lethality in tumor cells producing 2HG: qHTS for the HT-1080-IDH1KD cell line; HT-1080 IDH1 knockdown viability, ATP luminescence, 48 h; Potency, µM (series often up to 46.1 µM), inactives show top-dose activity, negative = toxicity, hits mostly cytotoxic; 360,000 compounds, 2% hits;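 further: potency means the concentration at half of the fitted maximal effect; 0% = DMSO wells and -100% = cell-free medium wells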
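IDH1KD HT-1080 cells, 750/well, RPMI + 5% FBS; compound pinned after 2 h settling; 48 h, 37 °C; CellTiter-Glo luminescence; % activity normalised to DMSO and no-cell wells; curves fitted, classed by r2 and efficacy.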
SW480 rereplic: A quantitative high throughput screen for small molecules that induce DNA re-replication in SW480 colon adenocarcinoma cells; SW480 DNA re-replication, Hoechst DNA content imaging, 48 h; Potency, µM (series often up to 46.1 µM), without a hit: top-dose re-replication activation, hits mostly activators; 340,000 compounds, 1.8% hits; further: potency means the concentration at half of the fitted maximal effect; % of control where 0% means no effect; nearly all actives have a fitted effect of over 55% in size
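Quantitative HTS format with DMSO vehicle controls; 48 hr drug incubation at 37 C, then 40 min Hoechst staining and scanning imager measurement at 405 nm excitation.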
HEK293 tox: qHTS of GLP-1 Receptor Inverse Agonists: Cytotox Screen; HEK293 cAMP-luciferase reporter cells, luminescence, 24 h; Potency, µM (series often up to 38.3 µM), for the others: at the top dose activity change, negative = inhibition, actives largely listed as inhibitors; 410,000 compounds, 0.13% hits;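 further: loss of luciferase light is scored as toxicity; potency means the concentration at half of the fitted maximal effect; on the % scale 0 is the no-effect control and ±100 the full control effect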
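Quantitative HTS format, 1536 wells, 200 cells/uL seeded. Compounds: 23 nL, 24 h, 37 °C. Detection: luciferase reagent, luminescence at 12 min RT; decreased signal taken as cytotoxic.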
DRD3 agonist: qHTS of D3 Dopamine Receptor Agonist: qHTS; D(3) dopamine receptor (Homo sapiens), P35462; D3R DiscoveRx beta-arrestin cells, luminescence, 90 min; max activation, %; 410,000 compounds, 0.58% hits; in the data active means max activation above about 30%; further: 0% is about no effect; mostly tested at two doses, the higher about 12 µM
Target sequence (P35462 whole entry, looked up): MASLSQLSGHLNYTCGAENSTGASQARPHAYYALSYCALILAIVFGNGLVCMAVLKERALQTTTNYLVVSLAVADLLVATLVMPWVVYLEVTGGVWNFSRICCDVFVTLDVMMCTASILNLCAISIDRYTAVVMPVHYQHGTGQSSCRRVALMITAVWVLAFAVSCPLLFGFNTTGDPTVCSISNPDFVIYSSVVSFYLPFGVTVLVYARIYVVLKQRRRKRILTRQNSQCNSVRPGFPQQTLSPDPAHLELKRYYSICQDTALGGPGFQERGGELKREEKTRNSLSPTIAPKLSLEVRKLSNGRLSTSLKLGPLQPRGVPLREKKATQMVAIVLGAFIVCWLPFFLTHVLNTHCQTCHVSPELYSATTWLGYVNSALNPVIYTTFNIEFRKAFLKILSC
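Cells at 1500/well, incubated overnight, then treated with pinned compounds (dopamine as control) for 90 min at 37 degrees C. DiscoveRx reagent added for 30 - 60 minutes at room temperature; luminescence read.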
HT1080-NT tox: qHTS for induction of synthetic lethality in tumor cells producing 2HG: qHTS for the HT-1080-NT fibrosarcoma cell line | HT-1080-NT fibrosarcoma viability, CellTiter-Glo ATP luminescence, 48 h | Potency, µM (titrated, usually from 46.1 µM), without a hit: top-dose activity, negative = less viability, hits mostly cytotoxic | 360,000 compounds, 1.6% hits | AID 686970, 2013;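 further: NT is the 2HG producing partner of a matched IDH1 knockdown line; potency means the concentration at half of the fitted maximal effect; 0% = DMSO-treated cells and -100% = media-only wells without cells; nearly all actives have a fitted effect of over 55% in size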
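Compounds were tested in concentration-response format on HT-1080-NT cells for 48 hours at 37 degrees C. Cell viability came from CellTiter-Glo luminescence; curves were classified by r2, response magnitude and activity.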
KB-3-1 tox: qHTS assay for MDR1-selective chemotherapeutics: Primary screen using the parental adenocarcinoma cell KB-3-1 | KB-3-1 viability, CellTiter-Glo ATP luminescence, 72 h | Potency, µM (highest dose often 46.1 µM), for inactives: top-dose activity change, negative = cytotoxic, most hits filed as cytotoxic | 400,000 compounds, 1.4% hits | AID 1347075, 2019; further: potency means the concentration at half of the fitted maximal effect; on the % scale 0 is the no-effect control and ±100 the full control effect; nearly all actives have a fitted effect of over 60% in size
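Cells are dispensed, compounds pinned in, plates held at 37 °C for 72 h, then CellTiter-Glo is added and luminescence read after 10 minutes. Cell line: parental KB-3-1 in phenol-red-free DMEM, 10% FBS.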
KB-V1 MDR tox: qHTS assay for MDR1-selective chemotherapeutics: Primary screen using the drug-selected MDR subline cells KB-V1; 400,000 compounds, 3.4% hits; AID 1347076, 2019; KB-V1 MDR cells viability, CellTiter-Glo, 72 h; Potency, µM (top dose mostly 46.1 µM), for the others: top-dose activity change, negative = cytotoxicity, hits mostly cytotoxic; further: potency means the concentration at half of the fitted maximal effect; on the % scale 0 is the no-effect control and ±100 the full control effect; nearly all actives have a fitted effect of over 60% in size
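qHTS viability screen in drug-selected KB-V1 MDR cells: 72 h compound treatment at 37 degrees C, ATP luminescence end point.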
IL1B secr inh: qHTS for Inhibitors of Inflammasome Signaling: IL-1-beta AlphaLISA Primary Screen; THP-1 LPS/ATP IL-1B secretion, AlphaLISA, 16 h; active compounds read low; activity change, % at 57.5 µM; 360,000 compounds, 4.7% hits; in the data active means activity change below about -50%; inconclusive means mostly about -30% to -49%; further: on the % scale 0 is the no-effect control and ±100 the full control effect
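THP-1 cells pretreated 1 hr with compounds (up to 57.5 uM final), then stimulated with LPS (250 ng/mL final) plus ATP (1.25 mM final); secreted IL-1B measured by AlphaLISA after 16 hr, decreased signal indicating inhibition.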
The depositor's hits bear a star; ? = inconclusive; / = no result given; [ ] = another dose, or the depositor's remark. Unless noted, the call rests on the fitted dose curve; in most records, active means well fitted curve in the direction sought with a large enough effect; inconclusive means small, poorly fitted or top-dose-only effect, or another doubt; inactive means no such curve, though single readings can be large; an effect the other way counts as inactive or inconclusive.

SMILES | MCF10A rereplic | HT1080 IDH1KD tx | SW480 rereplic | HEK293 tox | DRD3 agonist | HT1080-NT tox | KB-3-1 tox | KB-V1 MDR tox | IL1B secr inh
CC(C)CCNC(=O)CN(C(=O)CCC(=O)Nc1ccccn1)c1ccc(F)c(Cl)c1 | 7.5% | 6.2% | -0.7% | 3.0% | 2.2 | -3.5% | 1.6% | -6.8% | 0.6
O=C(CP(=O)(c1ccccc1)c1ccccc1)Nc1nc2ccccc2s1 | -3.7% | -17.4% | -1.1% | 17.8% | -2.9 | -17.1% | -4.8% | -1.9% | -9.1
C=C(CC1([C@@H](NP(=O)(c2ccccc2)c2ccccc2)[C@H]2C[C@@H]2CCCC)CC1)c1ccccc1 | 3.3% | 13.4% | ? | 8.9% | -6.6 | 8.0% | ? | ? | -29.3
O=C(Nc1ccc(Cl)cc1C(=O)c1ccccn1)c1ccccc1 | / | 0.0% | / | 3.0% | -0.7 | 3.9% | 0.4% | ? | 7.2
COc1ccc(N2CCN(C(CNC(=O)COc3ccccc3)c3ccco3)CC2)cc1 (stereo not drawn) | 9.3% | 0.9% | -7.3% | -3.9% | 3.0 | 6.8% | ? | ? | -7.9
OCC(Cc1ccccc1)NCc1ccccc1C(F)(F)F (stereo not drawn) | 1.4% | -3.0% | -2.7% | 4.5% | -1.6 | -0.5% | 0.0% | -24.4% | -11.9
CCOC(=O)c1cc2c(=O)n3ccccc3nc2n(Cc2ccco2)c1=NC(=O)c1ccc(OCC)cc1 | / | / | / | 60.7%[activator] | 21.7 | / | 7.1% | 6.2% | /
COCCNC(=O)CCCn1c(SCC(=O)Nc2ccc(F)cc2)nc2c(sc3ccccc32)c1=O | / | / | / | -3.8% | -0.3 | / | 5.0% | 6.7% | /
CS(=O)(=O)N(Cc1ccc(C(=O)NN=C2CCCC2)cc1)c1ccccc1 | 3.1% | 12.4% | -55.4%[inhibitor] | 0.3% | 2.6 | 3.0% | 8.8% | -16.7% | 0.0
CC(C)c1cc(=O)[nH]c(N2CCN(Cc3ccc4c(c3)OCO4)CC2)n1 | -11.9% | -2.2% | ? | -17.0% | -24.3 | 9.6% | -5.7% | -3.3% | 9.9
CCOC(=O)N1CCN(C/C(C)=C/c2ccccc2)CC1 | 14.0% | 2.3% | -9.4% | 5.3% | -10.5 | 10.7% | -13.1% | 14.6µM* | -13.5
Cc1cc(=O)oc2cc(O)c(N=Nc3ccccc3)cc12 | -0.2% | -1.7% | 0.3% | -2.3% | 1.4 | 0.4% | -16.2% | 12.2% | 3.6
O=C(CCc1ccc(S(=O)(=O)N2CCOCC2)cc1)NCCCN1CCCC1=O | -4.0% | -0.4% | -0.8% | 4.4% | -2.2 | 15.6% | 0.5% | -7.1% | 9.7
CC(=O)Nc1ccc(/C=C/c2nc(-c3ccccc3O)n(-c3ccccc3)n2)cc1 | / | / | / | -7.6% | 0.6 | / | -7.5% | 0.6% | /
Cc1oc(-c2cccs2)nc1CS(=O)CC(=O)NCCCN1CC(C)CC(C)C1 (stereo not drawn) | 0.2% | -4.7% | -8.0% | 1.1% | -3.2 | 12.9% | 9.9% | 11.3% | -0.9
COc1cccc(-n2c(C)n[nH]c2=O)c1 | 7.0% | -0.2% | -9.4% | 2.1% | 0.6 | -0.9% | -6.9% | 0.0% | 8.9
C/C=C/C(=O)OCC(=O)Nc1ccc(F)cc1Cl | -4.6% | -0.5% | -4.9% | 10.1% | -3.4 | -3.8% | -1.8% | 0.0% | -20.3
CC(=O)NC1CC2CCCC(C1)N2C(=O)Nc1ccccc1C (stereo not drawn) | -6.8% | 5.7% | -1.4% | 4.4% | 1.3 | -0.9% | 6.3% | 19.4% | 39.4
CC(C)(C)S(=O)N1Cc2cc(C(=O)N3CCOCC3)nc(-c3cccc(Br)c3)c2[C@@H]1CCO (stereo partly drawn) | / | 11.3% | / | -4.0% | 4.6 | 5.5% | 0.0% | 14.1% | -6.2
Cc1cc(C(=O)OCC(=O)N2CC(C)OC(C)C2)c2ccccc2n1 (stereo not drawn) | 6.5% | -0.8% | -5.4% | 1.3% | -1.6 | -4.5% | 0.0% | -15.5% | 12.1
CC(C)(C)c1cc(NC(=O)C2(C)CCN2C(=O)c2ccccc2CCc2ccccc2)no1 (stereo not drawn) | / | -24.3% | / | 5.3% | 4.8 | -2.7% | -7.3% | -25.4% | 6.1
O=C(NC1CCCCC1)c1ccc(CSc2nc3cccnc3n2Cc2ccccc2)cc1 | / | / | / | -17.7% | 2.3 | / | 3.7% | 15.0% | /
CCN(CC)S(=O)(=O)c1ccc2c(c1)oc(=O)n2CC(=O)N(C)C1CCCCC1 | 5.2% | 9.0% | -0.4% | -7.0% | 1.4 | 12.0% | -5.8% | -6.4% | 9.5
Cc1cc2cc(CNC(=O)CCC(=O)O)ccc2[nH]1 | 498.6%[0.0737 µM] | 8.3% | -0.9% | -3.6% | -0.7 | 0.6% | 18.8% | 16.5% | 6.1
CCOC(=O)CNC(=O)Cn1cnc2ccc(S(=O)(=O)N3CCC(C)CC3)cc2c1=O | -14.8% | 12.3% | 2.1%[9.22 µM] | -8.8% | -1.4 | 5.4% | 29.9% | 4.2% | 15.8

Whole records as entered above. Order of values: MCF10A rereplic, HT1080 IDH1KD tx, SW480 rereplic, HEK293 tox, DRD3 agonist, HT1080-NT tox, KB-3-1 tox, KB-V1 MDR tox, IL1B secr inh
`CCOC(=O)CNC(=O)Cn1cnc2ccc(S(=O)(=O)N3CCC(C)CC3)cc2c1=O` as listed: -14.8%, 12.3%, 2.1%[9.22 µM], -8.8%, -1.4, 5.4%, 29.9%, 4.2%, 15.8
`CC(C)(C)c1cc(NC(=O)C2(C)CCN2C(=O)c2ccccc2CCc2ccccc2)no1` (stereo not drawn) as listed: /, -24.3%, /, 5.3%, 4.8, -2.7%, -7.3%, -25.4%, 6.1
`COCCNC(=O)CCCn1c(SCC(=O)Nc2ccc(F)cc2)nc2c(sc3ccccc32)c1=O` as listed: /, /, /, -3.8%, -0.3, /, 5.0%, 6.7%, /

Next structures.
SMILES | MCF10A rereplic | HT1080 IDH1KD tx | SW480 rereplic | HEK293 tox | DRD3 agonist | HT1080-NT tox | KB-3-1 tox | KB-V1 MDR tox | IL1B secr inh
CC(C)(C)C(=O)NC(=S)Nc1sc2c(c1C(N)=O)CCC2 | 1.4% | -5.1% | -3.3% | 0.6% | 0.7 | -16.0% | ? | ? | -6.1
Cc1ccc(-c2nn(-c3ccccc3)cc2C2CC(c3ccccc3)=NN2C(=O)CCC(=O)O)cc1 (stereo not drawn) | 3.7% | -5.8% | 5.1% | 8.8% | 3.5 | -2.8% | -0.8% | -3.9% | -8.0
CS(=O)(=O)N(CC(=O)NCC1CCCO1)c1cccc([N+](=O)[O-])c1 (stereo not drawn) | -25.3% | 9.1% | -1.2% | 3.2% | 1.8 | 11.8% | 5.9% | 5.9% | 12.9
Cc1cccc(NC(=O)c2ccc3c(=O)n4c(nc3c2)CCCCC4)n1 | 10.4% | -8.3% | -3.9% | -1.4% | 9.2 | -5.2% | -16.3% | ? | 2.1
CC#CC(=O)N1CCC(n2nccc2NC(=O)CCc2ccccc2)CC1 | / | -13.2% | / | 0.8% | -10.9 | 6.4% | -10.1% | ? | ?
Cc1coc2c1c(C)cc1oc(=O)c(CC(=O)NCC(=O)N[C@H](C(=O)O)C(C)C)c(C)c12 | -0.5% | 11.5% | -9.5% | 15.5% | 4.3 | 10.1% | 9.6% | 7.6% | 1.4
Clc1cc(Cl)c2nc(N3CCCC3)sc2c1 | ? | -1.0% | -2.0% | -5.3% | -7.6 | -0.5% | -6.5% | -13.6% | -13.2
O=C(COc1ccc2c(c1)CCC2)N1CCc2ccccc21 | 25.9µM* | -2.9% | ? | 69.8% | -1.6 | -10.5% | -6.7% | -19.1% | -12.8
CCc1nc2ccccc2c(C(=O)NCc2ccc(OC)cc2)c1C | 4.1% | -8.2% | -3.3% | 5.4% | 10.3 | 3.3% | 22.6% | 10.2% | 37.0
CC(=O)Nc1cccc(-c2cc(NC(C)=O)c3ncc(-c4ccccc4)n3c2)c1 | / | ? | / | 1.3% | 3.2 | ? | -3.1% | ? | 12.6
CCCSC1=C(C#N)C(c2cccs2)CC(=O)N1 (stereo not drawn) | ? | -1.5% | -91.5%[inhibitor] | 4.3% | -10.4 | -2.6% | 3.7% | -1.4% | -3.6
O=C(NC(=S)Nc1ccc(Cl)cn1)c1cccs1 | 1.3% | 0.3% | 3.0% | ? | 1.9 | 4.9% | -4.8% | 0.0% | 50.3
CCC(=O)Nc1nc(=S)ss1 | 1.4% | 19.9% | 1.0% | -15.8% | 11.0 | 17.4% | -1.8% | 4.9% | ?
COC(=O)Cc1c(C)nc2nc(NCc3ccccc3OC)[nH]n2c1=O | -1.1% | 5.1% | 2.7%[9.22 µM] | -19.0% | 0.6 | 17.1% | 13.7% | 5.7% | 9.5
CCN(CC)c1ccc2nc3ccc(N)cc3[n+](-c3ccccc3)c2c1 | ? | 5.8µM* | ? | ? | -10.2 | 10.3µM* | 0.731µM* | ? | -6.1
CC(CNC(=O)c1nnc(Cc2cccc(F)c2)o1)c1ccccc1 (stereo not drawn) | / | / | / | 0.6% | -17.2 | / | 1.6% | 0.0% | /
O=C(Cc1ccc(Cl)cc1)NCC(c1cccs1)S(=O)(=O)c1ccc(F)cc1 (stereo not drawn) | / | / | / | -14.6% | 1.4 | / | 4.9% | -7.8% | /
